From PubChem BioAssay
iPSC survival up = increases survival of single human iPS cells; survival enhancement, % at 20 µM; AID 602274; hiPSC single-cell survival, ATPlite luminescence; 100% = ROCK inhibitor wells, 0% = DMSO; 360,000 tested, 0.044% active; in the data active = survival enhancement above about 18%;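 also: cells exposed to compounds for 16 hours before the ATP read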
aDG glyco act = increases alpha dystroglycan glycosylation. Pro5-aDG cells, alpha-DG glycosylation AlphaScreen (IIH6); 0% Pro5, 100% B10-LARGE cell signal. activation, % at 10 µM. 360,000 tested, 0.22% active. AID 624168;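 active = activation of at least 8% versus controls, or a plate z-score of at least 8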;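 also: Pro5 are CHO cells carrying HIG-tagged alpha-DG that lacks glycosylation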
m5-HT2A agonist = agonists of mouse serotonin 5-HT2A receptor (HTR2A) | activation, % at 7.6 µM | AID 624169 | 360,000 tested, 0.66% active | CHO-K1 mHTR2A beta-arrestin complementation, luminescence; percent of 30 µM serotonin response | P35363;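 active = activation above a run cutoff, the mean activation of all tested compounds plus 3 SD, cut at about 14% in these data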;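 also: 0% = plate median of compound wells and 100% = 30 µM serotonin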
Target sequence (P35363 whole entry, looked up): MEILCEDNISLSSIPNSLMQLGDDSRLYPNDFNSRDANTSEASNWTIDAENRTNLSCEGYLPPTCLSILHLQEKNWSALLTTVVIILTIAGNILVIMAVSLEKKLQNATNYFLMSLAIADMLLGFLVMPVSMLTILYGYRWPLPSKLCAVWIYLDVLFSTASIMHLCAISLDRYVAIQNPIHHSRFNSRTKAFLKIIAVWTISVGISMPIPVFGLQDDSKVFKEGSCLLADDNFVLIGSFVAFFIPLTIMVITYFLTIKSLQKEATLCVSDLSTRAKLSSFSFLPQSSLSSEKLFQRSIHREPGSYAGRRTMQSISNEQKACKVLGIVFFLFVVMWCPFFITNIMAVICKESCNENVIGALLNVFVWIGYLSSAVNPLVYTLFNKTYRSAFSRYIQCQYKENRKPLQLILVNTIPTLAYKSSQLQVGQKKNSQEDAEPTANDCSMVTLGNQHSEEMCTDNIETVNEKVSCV
Vif imaging = blocks HIV Vif function; HEK293T cells, Vif self-association by quenched fluorescence, imaging, 24 h; inhibition, % at 7.49 µM; 340,000 tested, 0.35% active; AID 602346; in the data active = inhibition above about 50%, passing the limit was not always enough; inconclusive = no clear call, values can overlap the other calls; inactive = below about 31%; also: some results filed as inactive read as strong as hits
N-glyco inh = blocks N-linked glycosylation in D54 reporter cells; reporter increase, % at 12.5 µM; D54 ERlucT glycosylation luciferase reporter, 24 h; percent of 100 nM tunicamycin response; 360,000 tested, 0.23% active;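 active = mean luciferase reporter signal, scaled so untreated is 0 and the glycosylation-blocking control 100, at or above a set limit in every replicate; inconclusive = mean reaches the limit but not every replicate does; inactive = mean below the limit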;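 also: luciferase carries N-glycosylation sites so blocking glycosylation raises the light; 0% = median of neutral control wells and 100% = median of 100 nM tunicamycin wells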
ABCB6 inh MLPCN = human ABCB6 transporter inhibition; K562-ABCB6 porphyrin accumulation, flow cytometry, 1 h; stronger effect = lower value; 360,000 tested, 0.19% active; fluorescence ratio to DMSO, % at 10 µM; Q9NP58; AID 602162;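 active = fluorescence ratio to DMSO below 75%, the collection mean minus 3 SD; inconclusive = too few cells collected in the well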;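 also: signal is porphyrin accumulated inside mitochondria; 100% equals median channel fluorescence of DMSO control wells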
PDI inh = blocks human protein disulfide isomerase activity. P07237. PDI insulin aggregation turbidity, A650, 90 min. inhibition, % at 10 µM. 350,000 tested, 0.052% active. AID 588391;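 active = mean inhibition across replicates of 30% or more, whatever share of single replicates reach that level; inconclusive = mean inhibition below 30% while every single replicate reaches 30%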;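 also: absorbance from insulin aggregation driven by PDI reduction with DTT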
Target sequence (P07237 whole entry, looked up): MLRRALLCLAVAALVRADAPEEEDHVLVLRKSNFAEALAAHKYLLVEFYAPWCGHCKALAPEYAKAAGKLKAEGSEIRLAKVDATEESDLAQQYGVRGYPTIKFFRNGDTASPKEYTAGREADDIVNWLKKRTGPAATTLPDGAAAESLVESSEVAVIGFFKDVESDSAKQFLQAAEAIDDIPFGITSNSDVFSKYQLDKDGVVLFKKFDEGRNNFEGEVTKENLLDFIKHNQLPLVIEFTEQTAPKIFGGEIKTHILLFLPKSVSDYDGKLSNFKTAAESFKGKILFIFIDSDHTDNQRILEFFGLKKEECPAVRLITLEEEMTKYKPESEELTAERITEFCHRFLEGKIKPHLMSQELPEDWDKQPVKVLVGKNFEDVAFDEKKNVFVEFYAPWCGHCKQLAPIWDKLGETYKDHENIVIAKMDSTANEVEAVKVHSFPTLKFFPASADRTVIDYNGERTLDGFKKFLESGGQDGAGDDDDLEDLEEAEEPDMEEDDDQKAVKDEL
H9c2 protect = protects H9c2 cardiomyocytes from peroxide injury; H2O2 injury protection, ATPLite, 2 h; AID 588492; 360,000 tested, 0.63% active; protection from H2O2 cell death, % at 20 µM;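 active = compounds giving at least 50% protection of heart cells from peroxide-induced death in the single-dose screen, raw or plate-pattern-corrected value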;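 also: 0% = DMSO wells with peroxide and 100% = DMSO wells without peroxide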
Exocytosis inh = blocks lytic granule exocytosis. inhibition, % at 10 µM. TALL-104 LAMP-1 surface exposure, flow cytometry; cells stimulated with thapsigargin and PMA. 360,000 tested, 0.66% active;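 active = inhibition above about 55%, limit read from the data; inconclusive = no clear call, values can overlap the other calls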
CaV13 FRET inh = Disruptors of the CACNA1D IQ motif to Ca2+-dependent inactivation inhibitor domain association, primary screening, Förster resonance energy transfer in intact living …; 340,000 tested, 0.098% active; inhibition, % at 12.3 µM; HEK cells, CFP/YFP FRET ICDI-IQ, plate reader, 10 min; percent FRET-ratio fall versus neutral wells;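 active = mean replicate inhibition of at least 30% and at least 1% of replicates passing that level; inconclusive = only one of the two criteria is met; inactive = neither criterion is met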;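 also: 0% = median of the neutral control wells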
The depositor's hits bear a star; u = inconclusive; x = no result given.

SMILES	iPSC survival up	aDG glyco act	m5-HT2A agonist	Vif imaging	N-glyco inh	ABCB6 inh MLPCN	PDI inh	H9c2 protect	Exocytosis inh	CaV13 FRET inh
CCOc1ccc(C(=O)/C=C/Nc2ccc(S(=O)(=O)Nc3onc(C)c3C)cc2)cc1	-0.8	-0.2	6	1	-6	103	-12	-7	0	-4
COc1ccc(CN2C(=O)C(CC(=O)NC3CCCCC3)CC(C(=O)N(C)C)=C2C)cc1 (stereo not given)	0.1	0.2	-3	2	0	102	-4	-3	8	-4
Cc1cc(C(=O)OCC(=O)NCc2ccc(Cl)cc2Cl)c(C)o1	-0.4	0.5	-1	5	1	90	2	-2	-2	-3
Cc1ccc(CN2CCN(Cc3cccn3-c3ccccn3)CC2CCO)o1 (stereo not given)	1.2	0.0	-3	3	0	90	10	-4	2	-18
FC(F)(F)c1cccc(N2CCc3cn[nH]c32)c1	-1.1	-0.1	-1	7	0	94	10	-11	0	x
CCc1cc2c(=O)c(-c3nc(C)cs3)c(CCCC(=O)O)oc2cc1O	0.6	0.2	4	0	1	100	9	2	0	-4
COc1cc(Nc2ccn3nc(-c4ccccc4Cl)cc3n2)cc(OC)c1OC	1.9	0.8	-3	-5	15	93	10	7	0	-4
COc1cccc(NC(=O)c2ccc(Cn3cc([N+](=O)[O-])cn3)o2)c1	-0.9	0.4	0	-1	3	102	4	-2	-1	-5
COc1cc(-c2ccccc2)[nH]c(=S)n1	4.1	-0.1	-6	x	1	93	-2	4	4	-5
O=C(Oc1ccc2c(c1)OCO2)C12CC3CC(CC(C3)C1)C2	2.2	-0.4	2	-3	0	108	8	-3	-1	-5
N=c1c(C(=O)NC2CCCC2)cc2c(=O)n3ccccc3nc2n1Cc1ccccc1	-0.4	0.8	0	6	-8	99	-2	1	2	6
COc1cccc(-c2nn(C)c3sc(C(=O)NCc4ccccn4)cc23)c1	-0.8	-0.1	-7	-8	0	104	0	22	-2	-3
COc1cc2ccccc2cc1C(=O)O	-1.7	-0.2	0	2	-1	96	-2	10	3	-5
O=C(NCCc1ccccc1)c1ncn[nH]1	-0.6	0.0	-2	6	4	99	6	-2	-3	x
Cc1cc(NS(=O)(=O)c2ccc(NC(=S)NC(=O)c3ccc(F)cc3)cc2)no1	1.6	-0.1	-1	-2	3	89	-3	-3	5	-2
Cc1cc(C)nc(SCCS(=O)(=O)Cc2ccccc2)n1	0.2	0.1	5	-3	1	102	-2	1	-4	-6
CCOC(=O)N1C2=NC(C(=O)OC)=C(C(=O)OC)[C@@H]3N(C)c4ccc(OC)cc4[C@]23C[C@H]1C(=O)OC	-1.2	0.0	3	x	15	94	-9	7	17	-4
Cc1c(N=C2SCC(=O)N2c2c(C)n(C)n(-c3ccccc3)c2=O)c(=O)n(-c2ccccc2)n1C	4.3	-0.1	6	7	0	94	2	-1	-2	-5
CN(CCC#N)C(=O)COC(=O)c1ccc(Cl)cc1O	0.2	0.0	-2	21	1	97	-1	-3	2	-1
CCCOc1cccc(C(=O)N/N=C/c2coc3ccccc3c2=O)c1	-0.2	0.5	0	-5	-1	102	-2	1	0	x
O=C(COc1ccccc1)N(Cc1cccc(F)c1)C1CCS(=O)(=O)C1 (stereo not given)	-0.5	0.0	-4	-20	3	106	-2	-3	2	-2
CC(NC(=O)c1cccc(C(F)(F)F)c1)C1CCCO1 (stereo not given)	-1.1	-0.1	-1	-4	1	107	-1	1	2	-4
O=C(CSc1ccccc1)NNC(=O)c1ccccc1O	0.6	0.3	-2	-3	0	99	-6	11	-1	-6
COC(=O)C1(C)NC(c2ccccc2OC)C2C(=O)N(c3ccccc3)C(=O)C21 (stereo not given)	2.3	-0.1	3	10	1	98	-8	-3	1	-5
COc1cccc(NC(=O)CCN2CCN(c3ccccc3F)CC2)c1	-2.4	0.3	9	-3	-2	92	-9	-2	-1	-5
Cc1cc(C=O)c(C)n1-c1ccc(N2CCOCC2)c([N+](=O)[O-])c1	-0.6	-0.1	2	2	0	99	-5	5	0	-9
CCN(CC)CCCN(C(=O)c1cccs1)c1nc(-c2ccc(OC)cc2)cs1	-2.9	0.6	-9	29	-4	97	9	19	-7	x
CC(=O)Nc1ccc(NC(=O)C2CCCCN2S(=O)(=O)c2ccc(C(C)(C)C)cc2)cc1 (stereo not given)	-0.4	0.1	-4	-7	-4	99	-7	4	9	-3
CN(C)S(=O)(=O)c1ccc(C(=O)NCc2nnc(SCC(=O)NCc3ccco3)o2)cc1	1.0	-0.4	-1	-8	0	102	-1	-3	-2	x
CC(=O)Nc1ccc(S(=O)(=O)N(C)CC(=O)OCC(=O)N2CCCC2=O)cc1	-0.3	-0.2	9	17	1	107	3	12	1	x
CCCc1cc(=O)oc2c(CN3CCOCC3)c(O)ccc12	-1.4	0.4	-1	-3	-1	124	19	27	1	-5
CCc1ccc(CN(C)C(=O)CCc2nnc(CCc3ccccc3OC)o2)nc1	-0.8	0.0	1	-11	-2	98	1	0	-4	-3
CCCCCCC(=O)N1C/C=C\C(c2ccc(OC)cc2)N(Cc2ccc(F)cc2)C(=O)C1 (stereo not given)	1.0	0.8	1	-4	0	97	4	0	14	-8
O=c1[nH]ncc(N/N=C\c2ccc(O)cc2O)c1Cl	-2.2	0.2	-1	3	4	104	3	10	-5	12
CC(C)C(NC(=O)c1c(F)cccc1F)C(=O)OCN1C(=O)c2ccccc2C1=O (stereo not given)	3.6	0.2	-3	-5	1	105	-6	1	-6	-8
CSc1ccccc1NC(=O)Nc1cccc(Cl)c1	2.2	0.4	-5	-1	-2	107	-3	-22	-1	-7

Grouped by structure, the entries above with a COOH group
SMILES	iPSC survival up	aDG glyco act	m5-HT2A agonist	Vif imaging	N-glyco inh	ABCB6 inh MLPCN	PDI inh	H9c2 protect	Exocytosis inh	CaV13 FRET inh
CCc1cc2c(=O)c(-c3nc(C)cs3)c(CCCC(=O)O)oc2cc1O	0.6	0.2	4	0	1	100	9	2	0	-4
COc1cc2ccccc2cc1C(=O)O	-1.7	-0.2	0	2	-1	96	-2	10	3	-5

(list continues)
SMILES	iPSC survival up	aDG glyco act	m5-HT2A agonist	Vif imaging	N-glyco inh	ABCB6 inh MLPCN	PDI inh	H9c2 protect	Exocytosis inh	CaV13 FRET inh
CCN1C(=NCCc2ccc(Br)cc2)N[C@@H](c2ccccc2)[C@H](C(=O)OC)[C@H]1C	-4.2	0.5	-7	-3	-3	99	-2	4	13	-8
CCC(=O)c1ccc(OCC(=O)OCC(=O)c2cc(C)n(C)c2C)cc1	0.2	-0.2	2	u	0	98	5	-3	-2	x
COc1ccc(Nc2nc(NCc3ccco3)nc(N/N=C/c3ccccc3F)n2)cc1	1.2	-0.4	-14	-4	-1	94	7	12	1	-2
CCCSc1ccc([C@H]2N[C@@](Cc3ccccc3)(C(=O)OC)[C@H]3C(=O)N(C)C(=O)[C@@H]23)cc1	0.3	0.0	1	-5	-3	98	-3	16	19	-8
CNC(=S)N(Cc1cc2cc(C)ccc2n2nnnc12)CC(C)(C)CN(C)C	-0.6	-0.2	-2	-1	-2	94	-6	8	2	-5
COC(=O)[C@@]1(Cc2ccc(OC)cc2)[C@H]2c3cc(C(=O)N4CCCC4)n(Cc4cc(C)n(C)n4)c3C[C@H]2CN1C(=O)c1ccccc1	-1.0	-0.1	2	x	x	94	x	x	-6	-8
O=C(CCCCCn1c(=S)[nH]c2ccccc2c1=O)NCc1ccc2c(c1)OCO2	9.9	0.1	4	-5	0	101	9	-3	0	-8
CCN(CC(=O)Nc1c(F)cccc1F)C(=O)c1ccc(N2C(=O)c3ccccc3C2=O)cc1	0.1	0.0	5	-1	1	97	3	4	0	-6
CCCNC(=O)C1(C)CCN1C(=O)Cc1ccc(C(C)(C)C)cc1 (stereo not given)	1.3	-0.3	-8	8	1	87	-7	2	-3	-5
N#CC1=C(C2CC2)CC(c2ccccc2)C(C#N)=C1N (stereo not given)	-4.0	0.7	-5	x	-1	120	-2	-3	9	-4
C1CN=C(NC23CC4CC(CC(C4)C2)C3)C1	-2.8	-0.2	1	-1	-1	99	5	3	-2	-4
Cc1cc(NS(=O)(=O)c2ccc(NC(=O)CCN3C(=O)c4ccccc4C3=O)cc2)no1	-0.2	-0.2	2	9	0	96	8	0	-4	-6
CCN(CC)C(=O)CSc1nc(-c2cccs2)cc(-c2cccs2)c1C#N	-0.6	-0.2	-1	x	x	93	-1	38	21	-10
CCOC(=O)CSc1nnc(-c2cccc(Cl)c2)n1CC	-0.9	0.1	-5	7	1	96	0	5	1	-5
CN(C)C(CNC(=O)c1ccc(C2SCCS2)cc1)c1ccccc1 (stereo not given)	0.1	-0.2	-15	6	8	95	-9	10	23	-3
CCOC(=O)[C@]12CCCC=C1N(CCc1ccc(OC)c(OC)c1)C(=O)[C@H](CC(=O)N1CCN(C(=O)C3CC3)CC1)C2	x	-0.1	-2	x	x	x	x	x	0	-4
CC(=O)Oc1ccc(N(C(C)=O)S(=O)(=O)c2ccc(C)cc2)c2ccccc12	-0.6	2.2	8	-3	5	87	1	7	4	-13
CCn1c(=O)c2ccccc2n(Cc2ccc([N+](=O)[O-])cc2)c1=O	-0.7	0.0	0	-5	-3	95	-9	-2	15	-5
O=[N+]([O-])c1ccccc1N(S(=O)(=O)c1ccccc1)S(=O)(=O)c1ccccc1	0.0	-0.2	1	-1	-4	98	5	24	-22	-5
COc1cccc2c(Cl)c(CC=C(Cl)Cl)c(C)nc12	-0.3	-0.1	2	-4	-1	96	3	0	-1	8
COc1cc(Cl)ccc1OCc1cc(C(=O)N(C)C2CC(C)(C)NC(C)(C)C2)no1	-0.4	0.3	1	-2	-1	98	0	0	0	-7
Cc1nc2c(C#N)cnn2c2c1CCN2CC1CCCO1 (stereo not given)	-0.6	0.1	1	-1	0	98	3	7	-1	-1
COC(=O)C(NC(=O)c1ccco1)(Nc1nc(C2CC2)cs1)C(F)(F)F (stereo not given)	-0.2	0.0	-3	5	-2	150	-6	7	-2	-2
COc1ccc(NC(=O)CCS(=O)(=O)c2cc3c(cc2Cl)NC(=O)CO3)cc1OC	0.0	-0.2	7	2	-2	110	-5	8	-3	-3
CC1CCN(C(=O)Cn2cc(S(=O)(=O)CC(=O)N3CCOCC3)c3ccccc32)CC1	-0.5	0.1	-4	-2	0	95	4	1	-2	-2
COc1cccc(/C=C/C(=O)OCC(=O)Nc2ccc(Cl)cn2)c1	-0.2	0.0	7	4	-1	97	-10	1	0	x
O=C(NCCc1c[nH]c2ccccc12)c1cncc(Br)c1	-0.1	0.1	-2	-2	-2	92	-6	5	14	-3
CC1CN(S(=O)(=O)c2ccc(C(=O)Nc3sccc3C(N)=O)cc2)CC(C)O1 (stereo not given)	1.2	0.6	1	1	0	99	5	-3	-4	-3
C#CCSc1nnc(C)c(C)n1	-2.6	-0.3	-1	11	0	98	-5	6	-2	-12
CCN(CC)S(=O)(=O)c1ccc(N2CCOCC2)c(NC(=O)CC(C)(C)C)c1	-0.4	0.1	-3	2	2	124	-7	-3	-5	1
COc1ccc(-c2csc(NC(=O)CS(=O)(=O)c3ccccc3)n2)cc1	-0.3	-0.4	3	2	-3	95	4	2	0	-12
CCN(Cc1ccccc1)S(=O)(=O)CCNC(=O)c1ccccc1	-0.5	0.0	3	-10	4	99	-6	4	3	-5
